S1P1 ag-PAM = S1P1 agonists and agonism potentiators, primary screen, cell-based, primary and confirmation screens, CRE-bla reporter; S1P1 CRE-bla cells, forskolin, beta-lactamase FRET, potentiator mode; S1P1 agonist co-added at EC20, 2 nM; 100% = saturating reference agonist, 0% = basal; activation, % at 9.5 µM; 56,000 compounds, 0.57% hits; AID 449, 2006;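 active = activation above a cutoff set at the mean activation of all tested compounds plus 3 SD, cut at about 54% in these data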;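 note: forskolin at 4 µM as EC80 and the EC20 agonist is SEW2871; 100% = SEW2871 at its EC100 plus forskolin at EC80; some compounds past the cut are filed as inactive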
S1P3 agonist = human S1P3 receptor agonists, primary screen, cell-based, primary and confirmation, NFAT-BLA reporter. activation, % at 4.5 µM. S1P3 NFAT-BLA reporter cells, agonism, FRET ratio; relative to 1 µM S1P, basal subtracted. 60,000 compounds, 0.1% hits. AID 373, 2006. Sphingosine 1-phosphate receptor 3 (Homo sapiens), Q99500;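 active = activation above the screen-wide mean plus 3 SD, cut at about 4.5% in these data, passing the limit was not always enough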; note: some compounds called inactive have numbers as strong as hits
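Benchmarks: high control 1 µM S1P / System: stable CHO line with human S1P3, Gα16, NFAT-BLA reporter / Dosing: single compound concentration, 4.5 µM final / Timing: 4 h compound at 37 °C, 2 h substrate at RT / Measured by: FRET β-lactamase substrate fluorescence, excitation 405 nm, 460/535 nm emission ratio, background-subtracted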
Ecoli tolC = growth inhibitors of E. coli tolC mutant, primary screen, strain BW25113 ΔtolC::kan, 384-well; OD615; growth inhibition, % at 10 µM (by protocol); 65,000 compounds, 2.2% hits; AID 573, 2007;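 active = growth inhibition at or above a cutoff equal to the mean over every tested compound plus 3 SD, cut at about 60% in these data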;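 note: growth measured after 20 h incubation at 37 °C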
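Test system: E. coli BW25113 ΔtolC::kan bacteria; incubation: 37 °C, 20 h exposure; medium: LB broth supplemented with 50 µg/mL kanamycin; read-out basis: percent growth inhibition; signal: A615 absorbance measurement; compound: 10 µM final, single dose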
HTR1E antagonist = 5-HT1E receptor antagonists, primary screen, cell-based, HTS; CHO 5-HT1E Ga15 NFAT-bla reporter, FRET, antagonist; 65,000 compounds, 0.99% hits; inhibition, % at 6 µM;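 active = inhibition above a set limit, the mean inhibition across every tested compound plus 3 SD, cut at about 29% in these data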;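 note: signal is the 460 over 535 nm emission ratio of beta-lactamase substrate; 0% = agonist plus DMSO wells and 100% = wells without agonist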
Target sequence (P28566 whole entry, looked up): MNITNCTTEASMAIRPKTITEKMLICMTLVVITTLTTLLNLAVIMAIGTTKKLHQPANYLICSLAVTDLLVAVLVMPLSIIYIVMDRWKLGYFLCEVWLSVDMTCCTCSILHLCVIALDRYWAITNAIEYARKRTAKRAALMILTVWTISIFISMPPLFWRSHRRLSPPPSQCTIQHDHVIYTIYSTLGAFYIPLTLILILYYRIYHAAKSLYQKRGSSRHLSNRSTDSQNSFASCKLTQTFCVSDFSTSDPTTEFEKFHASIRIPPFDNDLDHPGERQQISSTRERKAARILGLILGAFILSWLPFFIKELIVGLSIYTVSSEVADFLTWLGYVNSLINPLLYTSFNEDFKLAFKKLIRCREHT
RORa activator = activators of orphan receptor RORA, primary screen, cell-based, luminescence; Nuclear receptor ROR-alpha (Homo sapiens), P35398; AID 560, 2006; CHO-K1 Gal4-RORA LBD luciferase reporter; percent increase over mock-subtracted basal signal; activation, % at 10 µM; 65,000 compounds, 1.5% hits;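 active = activation above the mean of all tested compounds plus 3 SD, cut at about 49% in these data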;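 note: 0% = DMSO-treated RORA cells and 100% = added signal equal to DMSO minus mock-transfected cells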
Target sequence (P35398 whole entry, looked up, the tested form may be a part): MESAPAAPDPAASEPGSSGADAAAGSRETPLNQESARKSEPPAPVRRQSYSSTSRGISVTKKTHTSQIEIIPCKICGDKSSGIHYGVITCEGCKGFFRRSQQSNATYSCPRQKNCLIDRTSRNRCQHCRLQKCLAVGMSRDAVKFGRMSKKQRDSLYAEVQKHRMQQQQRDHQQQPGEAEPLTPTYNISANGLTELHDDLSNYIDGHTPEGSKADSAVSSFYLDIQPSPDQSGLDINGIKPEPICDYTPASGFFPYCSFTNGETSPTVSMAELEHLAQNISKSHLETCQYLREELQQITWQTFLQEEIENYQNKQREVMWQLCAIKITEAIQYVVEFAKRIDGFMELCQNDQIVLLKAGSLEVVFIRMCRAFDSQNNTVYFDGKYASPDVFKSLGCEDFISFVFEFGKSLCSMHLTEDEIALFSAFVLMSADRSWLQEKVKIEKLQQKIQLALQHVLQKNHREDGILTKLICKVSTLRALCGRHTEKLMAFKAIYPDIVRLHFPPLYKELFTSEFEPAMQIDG
AP ELISA ortho = alternative complement pathway inhibitors, primary screen, biochemical, ELISA, human serum, orthogonally pooled compounds; 62,000 compounds, 0.08% hits; LPS-coated ELISA, C3 deposition; tested in compound mixtures; inhibition, % at 5 µM;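 active = inhibition above 30% in each of the two pooled mixtures holding the compound, so the lower value exceeds 30%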;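 note: 0% = serum in Mg-EGTA without compound and 100% = EDTA serum blank; some compounds past the cut are filed as inactive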
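Assay system: human serum alternative complement pathway, C3 deposition on LPS-coated wells; Dosing: 5 µM per compound in ten-compound mixtures; Detection: Anti-C3 ELISA, OD 450 nm; Buffer or medium: Mg2+-EGTA GVB++ buffer containing human serum at 1:15 dilution; Timing: 1 h at 37 °C; Replication: two different pools per compound.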
5HT1E ag = 5-HT1E receptor agonists, primary screen, cell-based, HTS | CHO 5-HT1E Ga15 NFAT-bla reporter, FRET; 0% DMSO wells, 100% control agonist wells | activation, % at 6 µM | AID 574, 2007 | 5-hydroxytryptamine receptor 1E (Homo sapiens), P28566 | 65,000 compounds, 0.69% hits;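 active = activation above a set limit, the screen-wide mean activation plus 3 SD, cut at about 8.5% in these data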;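 note: 100% = positive control agonist at 1 µM giving full maximal response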
SF1 activator = activators of human SF-1, primary screen, cell-based, CHO-K1, Gal4-SF-1 LBD, luciferase luminescence. Steroidogenic factor 1 (Homo sapiens), Q13285. CHO-K1 Gal4-SF-1 LBD luciferase reporter; % increase over DMSO SF-1-specific signal. activation, % at 10 µM. 65,000 compounds, 1.9% hits;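 active = activation above the mean activation of all tested compounds plus 3 SD, cut at about 50% in these data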
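Material: Gal4–SF-1 LBD one-hybrid luciferase reporter in CHO-K1 cells | Amount: 4,000 cells per well | Compound dosing: 10 µM single point, 1% DMSO | Schedule: 20 h compound treatment, 37 °C | Measured by: SteadyLite luciferase luminescence | Evaluation: Percent activation versus DMSO | Control set: DMSO-treated SF-1-transfected cells as negative, DMSO-treated mock-transfected cells lacking SF-1 as background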
5-HT1A blocker = human 5-HT1a receptor antagonists, primary screen, cell-based, CHO, Ga15 NFAT-bla reporter; CHO 5-HT1a Ga15 NFAT-bla reporter, antagonist mode; 62,000 compounds, 0.68% hits; 5-hydroxytryptamine receptor 1A (Homo sapiens), P08908; inhibition, % at 10 µM;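 active = inhibition above the mean of all tested compounds plus 3 SD, cut at about 43% in these data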;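 note: receptor stimulated by 5-CT agonist at 100 nM near EC80; beta-lactamase reporter measured by ratiometric fluorescence of a cleavable substrate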
The depositor's hits bear a star; & = joins results of further samples. Compounds as they come (roughly 7.1% active in at least one column).

C=C(C)Cn1c(C2CC(=O)N(Cc3ccccc3)C2)nc2ccccc21 (centres undefined) was read as S1P1 ag-PAM -3, S1P3 agonist 0.3, Ecoli tolC -9, HTR1E antagonist -1, RORa activator 6, AP ELISA ortho -1, 5HT1E ag 0.5, SF1 activator -16 and 5-HT1A blocker 2.
CCOc1ccc(C2C(C#N)=C(N)Oc3n[nH]c(C)c32)cc1OC(=O)C1CC1 (centres undefined) was read as S1P1 ag-PAM -3, S1P3 agonist -0.4, Ecoli tolC -7, HTR1E antagonist -4, RORa activator 7, AP ELISA ortho -2, 5HT1E ag 0.3, SF1 activator 22 and 5-HT1A blocker -6.
Screening CC1(C)CC(=O)c2cc(OCC(=O)N3CCN(c4ccccc4F)CC3)ccc2O1 returned S1P1 ag-PAM 8, S1P3 agonist 0.3, Ecoli tolC 9, HTR1E antagonist -4, RORa activator 9, AP ELISA ortho 8, 5HT1E ag 0.5, SF1 activator 3 and 5-HT1A blocker -2.
Screening CCCC(=O)NCCSC returned S1P1 ag-PAM -14, S1P3 agonist -1.5, Ecoli tolC -13, HTR1E antagonist 1, RORa activator -17, AP ELISA ortho 4, 5HT1E ag 1.2, SF1 activator 8 and 5-HT1A blocker 3.
COc1cc2c(cc1OC)C(C(=O)N1CCOCC1)C(c1cccs1)N(C)C2=O (centres undefined) was read as S1P1 ag-PAM 9, S1P3 agonist -0.5, Ecoli tolC 0, HTR1E antagonist -11, RORa activator -1, AP ELISA ortho 13, 5HT1E ag 0.0, SF1 activator -15 and 5-HT1A blocker 0.
O=C(c1ccccc1)c1ccc(OC(=O)N2CCCC2)cc1 was read as S1P1 ag-PAM 8, S1P3 agonist -1.1, Ecoli tolC -2, HTR1E antagonist -5, RORa activator 29, AP ELISA ortho 9, 5HT1E ag 0.8, SF1 activator 39 and 5-HT1A blocker 4.
Cc1cccc2cc3c(NC(=O)CC(C)C)nn(C)c3nc12 was read as S1P1 ag-PAM -1, S1P3 agonist 0.2, Ecoli tolC -12, HTR1E antagonist 11, RORa activator 6, AP ELISA ortho -3, 5HT1E ag 0.4, SF1 activator 16 and 5-HT1A blocker 9.
CCSc1nnc(NC(=O)C(CC)Oc2ccccc2)s1 (centres undefined) was read as S1P1 ag-PAM -1, S1P3 agonist -0.5, Ecoli tolC 24, HTR1E antagonist 6, RORa activator -4, AP ELISA ortho -10, 5HT1E ag -0.2, SF1 activator 19 and 5-HT1A blocker 14.
Screening O=C(O)c1cc(-c2ccco2)nc2ccc(Br)cc12 returned S1P1 ag-PAM -3, S1P3 agonist -0.3, Ecoli tolC 9, HTR1E antagonist 3, RORa activator -23, AP ELISA ortho 3, 5HT1E ag 0.2, SF1 activator 1 and 5-HT1A blocker 8.
For COc1cccc(CN=CC2=C(O)CC(C)(C)CC2=O)c1OC the results were S1P1 ag-PAM -28, S1P3 agonist -1.9, Ecoli tolC 8, HTR1E antagonist -5, RORa activator -9, AP ELISA ortho 7, 5HT1E ag -0.2, SF1 activator 0 and 5-HT1A blocker 6.
For O=C(Oc1ccc(Cl)cc1)N1CCCCC1 the results were Ecoli tolC -2, HTR1E antagonist 7, RORa activator 30, AP ELISA ortho 7, 5HT1E ag -1.4, SF1 activator 19 and 5-HT1A blocker 4.
Screening Clc1ccccc1CSc1nnc(-c2cccnc2)n1Cc1ccco1 returned Ecoli tolC 26, HTR1E antagonist 11, RORa activator 0, AP ELISA ortho 3, 5HT1E ag -1.3, SF1 activator 2 and 5-HT1A blocker 14.
Screening CCOC(=O)C1=C(C)NC(=O)NC1c1cc(Br)c(O)c(OC)c1 (centres undefined) returned S1P1 ag-PAM -23&-17, S1P3 agonist -0.1&-1.3, Ecoli tolC 10&-3, HTR1E antagonist 4&-7, RORa activator -10&-25, 5HT1E ag -0.3&0.3, SF1 activator -6&-20 and 5-HT1A blocker -8&-10.
For COc1ccc(N2CCN(CC(O)c3c[nH]c4ccc(OC)cc34)CC2C)cc1 (centres undefined) the results were S1P1 ag-PAM -1, S1P3 agonist -0.6, Ecoli tolC 9, HTR1E antagonist 3, RORa activator -6, AP ELISA ortho 14, 5HT1E ag -0.1, SF1 activator -8 and 5-HT1A blocker 19.
For CCN(CC)c1ncnc2sc(C(=O)N3CCN(c4ccc(OC)cc4)CC3)c(C)c12 the results were S1P1 ag-PAM -16, S1P3 agonist -0.6, Ecoli tolC 28, HTR1E antagonist 2, RORa activator -14, 5HT1E ag 0.4, SF1 activator 7 and 5-HT1A blocker -7.
COc1ccc(S(C)(=O)=O)cc1S(C)(=O)=O was read as S1P1 ag-PAM -1, S1P3 agonist 0.2, Ecoli tolC -7, HTR1E antagonist -4, RORa activator -14, AP ELISA ortho 18, 5HT1E ag -0.3, SF1 activator -8 and 5-HT1A blocker -16.
`COc1ccc(CC(=O)N2CCN(C(=O)Cc3ccc(OC)cc3)CC2)cc1` gave S1P3 agonist -0.9, Ecoli tolC -5, HTR1E antagonist 2, RORa activator -14, AP ELISA ortho 7, 5HT1E ag -0.1, SF1 activator -12 and 5-HT1A blocker -14.
Screening CCc1ccc2[nH]c(=O)c(CN(Cc3nnnn3C3CCCC3)C3CCCCC3)cc2c1 returned S1P1 ag-PAM -11, S1P3 agonist 0.4, Ecoli tolC 48, HTR1E antagonist 15, RORa activator 12, AP ELISA ortho 8, 5HT1E ag -0.3, SF1 activator -4 and 5-HT1A blocker 10.
O=C(CN(C(=O)CNC(=O)c1ccco1)c1ccc(Cl)c(Cl)c1)NC1CCCCC1 was read as S1P1 ag-PAM -8, S1P3 agonist -0.8, Ecoli tolC 72*, HTR1E antagonist 3, RORa activator 33, AP ELISA ortho 1, 5HT1E ag 0.6, SF1 activator -16 and 5-HT1A blocker 25.
For C=CCc1cccc(CNc2nc3ccccc3n2C(C)C)c1O the results were S1P1 ag-PAM 2, S1P3 agonist -4.8, Ecoli tolC -8, HTR1E antagonist 6, RORa activator -11, 5HT1E ag -0.8 and SF1 activator 2.
`Cc1oc(C(=O)O)cc1COc1ccccc1Cl` gave S1P3 agonist -0.6, Ecoli tolC 15, HTR1E antagonist 4, RORa activator -21, AP ELISA ortho 1, 5HT1E ag -0.5, SF1 activator 6 and 5-HT1A blocker -4.
Screening CCn1cc(C(=O)NCc2ccco2)c(=O)c2cc(F)c(N3CCN(C(=O)c4ccco4)CC3)cc21 returned S1P1 ag-PAM 7, S1P3 agonist -3.5, Ecoli tolC 14, HTR1E antagonist 9, RORa activator 5, AP ELISA ortho 4, 5HT1E ag -2.5 and SF1 activator -7.
Screening O=C(c1ccccc1)C1C(=O)c2ccccc2C1=O returned S1P1 ag-PAM -8, S1P3 agonist 0.0, Ecoli tolC -2, HTR1E antagonist -10, RORa activator -2, AP ELISA ortho 12, 5HT1E ag 0.0, SF1 activator 12 and 5-HT1A blocker -6.
O=C(c1ccccc1)c1ccc(Oc2ncccn2)cc1 was read as S1P1 ag-PAM -33, S1P3 agonist 0.3, Ecoli tolC -14, HTR1E antagonist -4, RORa activator 48, AP ELISA ortho 17, 5HT1E ag 0.1, SF1 activator 7 and 5-HT1A blocker -2.
Screening O=C(O)Cn1nnn(-c2ccccc2)c1=S returned S1P1 ag-PAM -5, S1P3 agonist -0.6, Ecoli tolC -22, HTR1E antagonist 0, RORa activator 0, AP ELISA ortho 6, 5HT1E ag 0.6, SF1 activator -14 and 5-HT1A blocker -4.
CSCCC(NC(=O)CCN1C(=O)c2ccccc2C1=O)C(=O)O (centres undefined) was read as S1P1 ag-PAM -9, S1P3 agonist -0.6, Ecoli tolC -11, HTR1E antagonist 7, RORa activator -11, AP ELISA ortho 9, 5HT1E ag -1.3, SF1 activator 0 and 5-HT1A blocker -6.
Screening COc1ccc(NC(C)=O)cc1NC(=O)CSc1nnc(-c2ccccc2)n1N returned S1P3 agonist -1.1, Ecoli tolC -5, HTR1E antagonist -7, RORa activator -18, AP ELISA ortho -3, 5HT1E ag 0.5, SF1 activator -14 and 5-HT1A blocker 3.
For Cc1cc(N2C(=O)C(=O)/C(=C(/O)c3ccc(F)cc3)C2c2cccc(Br)c2)no1 (centres undefined) the results were S1P1 ag-PAM 8, S1P3 agonist -7.3, Ecoli tolC 9, HTR1E antagonist -37, RORa activator -20, 5HT1E ag -0.1 and SF1 activator -17.
For Cn1c[n+](C)cc1/C=N/O the results were S1P1 ag-PAM 2, S1P3 agonist -1.2, Ecoli tolC 10, HTR1E antagonist -11, RORa activator -8, 5HT1E ag 0.6 and SF1 activator -5.
For COc1ccc(C2C(C(=O)Nc3cc(C)on3)c3ccccc3C(=O)N2C)cc1 (centres undefined) the results were Ecoli tolC -10, HTR1E antagonist 4, RORa activator -26, AP ELISA ortho 17, 5HT1E ag -0.4, SF1 activator 5 and 5-HT1A blocker -3.
`Cc1ccc(S(=O)(=O)N(c2ccccc2)C2CCS(=O)(=O)C2)cc1` (centres undefined) gave S1P1 ag-PAM 9, S1P3 agonist 0.0, Ecoli tolC -1, HTR1E antagonist 4, RORa activator 20, AP ELISA ortho -30, 5HT1E ag -0.6, SF1 activator -4 and 5-HT1A blocker 0.
CN(C)S(=O)(=O)c1cccc(-c2nnc(SCc3cc(Cl)cc4c3OCOC4)n2N)c1 was read as S1P1 ag-PAM 33, S1P3 agonist -0.1, Ecoli tolC 12, HTR1E antagonist 1, RORa activator 12, AP ELISA ortho -11, 5HT1E ag 0.6, SF1 activator -4 and 5-HT1A blocker 8.
`O=C(Nc1cc(C(F)(F)F)ccc1N1CCCCC1)c1ccco1` gave S1P1 ag-PAM -12, S1P3 agonist -0.7, Ecoli tolC -6, HTR1E antagonist -7, RORa activator 1, AP ELISA ortho 8, 5HT1E ag -0.5, SF1 activator -10 and 5-HT1A blocker -6.
